UCHL1 inh = inhibitors of human UCHL1 deubiquitinase | Ubiquitin carboxyl-terminal hydrolase isozyme L1 (Homo sapiens), P09936 | purified UCHL1, Ub-rhodamine cleavage fluorescence | inhibition, % at 20 µM | hit rate 0.2% among 47,000 | AID 1645859, 2021
Target sequence (P09936 whole entry, looked up): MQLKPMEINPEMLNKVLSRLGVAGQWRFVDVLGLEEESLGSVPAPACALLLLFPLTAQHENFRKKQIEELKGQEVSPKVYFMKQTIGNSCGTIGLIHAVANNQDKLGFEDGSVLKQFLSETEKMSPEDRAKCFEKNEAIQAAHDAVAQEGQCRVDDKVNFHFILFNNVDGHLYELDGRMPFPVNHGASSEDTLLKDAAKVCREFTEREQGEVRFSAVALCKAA
USP10 block = inhibitors of human USP10 deubiquitinase. Ubiquitin carboxyl-terminal hydrolase 10 (Homo sapiens), Q14694. purified USP10, Ub-rhodamine fluorescence, 60 min. inhibition, % at 20 µM. hit rate 1.1% among 47,000. AID 1645856, 2021
USP8 inh = inhibitors of human USP8 deubiquitinase; Ubiquitin carboxyl-terminal hydrolase 8 (Homo sapiens), P40818; purified USP8, Ub-rhodamine cleavage fluorescence, 30 min; inhibition, % at 20 µM; hit rate 4.2% among 47,000; AID 1645853, 2021
OTUD3 block = inhibitors of human OTUD3 deubiquitinase; hit rate 0.7% among 47,000; inhibition, % at 25 µM; OTU domain-containing protein 3 (Homo sapiens), Q5T2D3; purified OTUD3, Ub-rhodamine fluorescence, 2 h
Target sequence (Q5T2D3 whole entry, looked up, the tested form may be a part): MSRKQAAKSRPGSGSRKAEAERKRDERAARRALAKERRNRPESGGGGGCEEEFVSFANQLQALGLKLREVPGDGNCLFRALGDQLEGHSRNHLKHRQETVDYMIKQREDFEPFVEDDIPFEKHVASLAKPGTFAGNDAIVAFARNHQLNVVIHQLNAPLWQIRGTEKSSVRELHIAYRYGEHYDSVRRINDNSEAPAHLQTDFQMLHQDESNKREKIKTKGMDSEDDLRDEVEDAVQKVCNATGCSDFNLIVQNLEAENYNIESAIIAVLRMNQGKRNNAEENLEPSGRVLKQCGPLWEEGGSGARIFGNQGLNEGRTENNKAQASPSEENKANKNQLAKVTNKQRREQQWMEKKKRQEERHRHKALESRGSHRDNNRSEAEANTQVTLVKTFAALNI
USP30 block = inhibitors of human USP30 deubiquitinase; purified USP30, Ub-rhodamine cleavage fluorescence; AID 1645860, 2021; Ubiquitin carboxyl-terminal hydrolase 30 (Homo sapiens), Q70CQ3; inhibition, % at 25 µM; hit rate 5.3% among 47,000
USP28 inh = inhibitors of human USP28 deubiquitinase | purified USP28, Ub-rhodamine cleavage fluorescence, 30 min | Ubiquitin carboxyl-terminal hydrolase 28 (Homo sapiens), Q96RU2 | inhibition, % at 25 µM | hit rate 3% among 47,000
USP7 block = inhibitors of human USP7 deubiquitinase; AID 1645854, 2021; inhibition, % at 20 µM; Ubiquitin carboxyl-terminal hydrolase 7 (Homo sapiens), Q93009; purified USP7, Ub-rhodamine cleavage fluorescence; hit rate 0.3% among 47,000
USP17 inh = inhibitors of human USP17 deubiquitinase; hit rate 6.5% among 47,000; purified USP17, Ub-rhodamine cleavage fluorescence, 3 h; inhibition, % at 50 µM
Numbers without * were called inactive; i = inactive; · = no result given. Cut-off read from the data, not from the text of the source: active = inhibition above about 30%; inactive = the rest.

compound	UCHL1 inh	USP10 block	USP8 inh	OTUD3 block	USP30 block	USP28 inh	USP7 block	USP17 inh
CNc1cc(C)nc(C2COCCN2C(=O)Cc2c(C)n[nH]c2C)n1 (stereo not drawn)	1	0	11	7	2	3	4	4
Cc1cccc2sc(NC(=O)Cc3c[nH]c4ccccc34)nc12	1	-5	-3	1	-22	19	-86	-6
CC(C)C(=O)N1CCc2nc(C(=O)N3CCOCC3)sc2CC1	-6	3	-11	-11	3	-9	0	-6
O=C(Cn1ccc2cc(S(=O)(=O)N3CCCC3)ccc21)NCCCc1ccccc1	0	1	0	0	-18	4	7	·
Cc1ccc(OC(C)C(=O)Nc2ccc3nsnc3c2)cc1C (stereo not drawn)	3	0	45*	2	-19	-64	-1	4
COc1ccc(-n2cc(C(=O)Nc3cccc4ncccc34)nn2)cc1	-1	-2	9	2	16	3	6	8
CS(=O)(=O)N1CCn2c(nnc2-c2cncc(Br)c2)C1	2	2	-16	11	14	3	5	0
O=S1(=O)c2ccccc2OCC2(CCN(c3cccnc3)CC2)CN1CC1CC1	2	1	-10	-6	6	-5	-1	10
Cc1cccc(C2=NC3(CCN(CC(=O)Nc4ccccc4C)CC3)NC2=O)c1	0	-2	-3	0	7	3	0	-42
CCOC(=O)C1=C(CN2CCN(c3ccc(F)cc3)CC2)NC(=O)NC1c1cccc(OC)c1OC (stereo not drawn)	3	0	11	11	19	17	4	15
Cc1ccc(C)c(-n2c(N)c(C(=O)NCCc3ccccc3)c3nc4ccccc4nc32)c1	-10	-11	-29	-174	i	-198	-9	-186
CC(C)CC(=O)c1c[nH]c(C(=O)NCC2CCCO2)c1 (stereo not drawn)	-1	2	1	-4	-9	-3	0	-1
Cc1c(Cl)ccc2sc(N3CCN(C(=O)c4ccn(C)n4)CC3)nc12	2	1	-11	-12	-1	-10	-172	·
CS(=O)(=O)c1cccc(C(=O)Nc2sc3c(c2C(N)=O)CCCCC3)c1	-1	-3	-132	-9	-79	-27	0	-52
CC(C)Cc1nc2sc3c(SCC(=O)NCCc4ccccc4)ncnc3c2c2c1CCC2	2	6	-53	20	29	22	-2	13
COc1cccc(Cn2c(C)c(CNCCc3ccc(Cl)cc3)c(C(=O)O)c2C)c1	0	0	-26	10	17	20	-12	10
NS(=O)(=O)c1ccc(CCNC(=O)c2cc(-c3ccc4c(c3)OCO4)nc3ccccc23)cc1	4	16	31*	-12	-32	14	-9	-18
CC(=O)N[C@@H]1C[C@H](c2cccc(-c3ccc(F)cc3)c2)O[C@@H]2CCC[C@@H]12	4	0	11	0	1	-1	-2	10
CC(C)c1ccc(NC(=O)Cn2c(CNC(=O)c3ccccc3)nc3ccccc32)cc1	-4	-6	-28	-13	-19	-5	-20	-28
Cc1cc(C(=O)N2C[C@H](OCc3ccncc3)[C@H]3OCCC[C@H]32)no1	1	1	-90	2	10	0	5	·
Cc1cccc(-c2nc(CNC(=O)C3CC3c3ccccc3)no2)c1 (stereo not drawn)	-3	-1	-8	-16	-70	-17	1	-21
O=S(=O)(C1CC1)N1CC[C@@H]2[C@@H]1CCN2Cc1ccco1	-1	0	-66	-10	-10	-7	-2	-14
O=S(=O)(Cc1ccccc1)c1nc2ccccc2n1CCN1CCOCC1	4	-1	2	9	29	3	8	5
CC(C)[C@H](NC(=O)[C@H](Cc1ccccc1)n1c(=O)[nH]c2ccccc2c1=O)C(=O)N1CCC[C@@H]1C(=O)O	-1	0	-67	-7	-13	-11	-1	-11
Cc1cccc(NC(=O)CSc2nc3c(cc2C#N)C(=O)CCC3)c1	-1	20	1	4	-13	2	8	7
COc1cccc(-c2nnc(-c3ccccc3NS(=O)(=O)c3ccc(C)cc3)o2)c1	3	3	29	16	16	12	6	15
Cc1cc(NC(C)C)n2ncc(-c3ccc(Cl)cc3)c2n1	2	9	-14	-19	-14	-17	-6	-14
CC1Cc2ccccc2N1C(=O)CSc1ccccc1NC(=O)C1CC1 (stereo not drawn)	0	2	-5	-1	3	-1	-5	·
Cc1ccc(NC(=O)c2cc(C3CC3)on2)cc1	2	0	-2	-3	·	·	-3	-18
COc1ccc2[nH]c(C(=O)N3CCCN(Cc4ccc(F)cc4)CC3)cc2c1	5	-6	-9	-8	-16	-7	-8	-4

Remaining list, next part
compound	UCHL1 inh	USP10 block	USP8 inh	OTUD3 block	USP30 block	USP28 inh	USP7 block	USP17 inh
Cc1ccc(-n2nnc3c(=O)n(CC(=O)Nc4cc(C)on4)cnc32)cc1	0	20	14	-6	-6	-5	-1	32*
O=[N+]([O-])c1ccc(NCc2ccc(-c3cccs3)s2)nc1	4	9	-16	-10	-15	65*	-1	16
CCN(C(=O)C(=O)c1cn(CC(=O)N2CCOCC2)c2ccccc12)c1ccccc1	-2	-1	0	-13	-7	-4	-5	-2
CCN1CCN(c2cc(C)c3cc(NC(=O)C4CC4)ccc3n2)CC1	-1	-1	-5	-7	-8	-11	-2	-13
COc1cccc(-c2nc(-c3nnn(-c4ccccc4)c3-c3ccncc3)no2)c1	2	8	22	4	29	0	5	20
Cc1nn(C)c(C)c1CN1CCOC(c2cccc(N(C)C)n2)C1 (stereo not drawn)	-1	-1	1	-6	0	-11	0	-6
CCOc1ccc(C(=O)Oc2ccc(-n3cnnn3)cc2)cc1	-4	18	33*	-8	11	-3	4	5
O=C(Nc1ccc(F)cc1)c1cc(-c2ccccc2)c(N2CCOCC2)s1	2	-1	7	3	4	10	5	0
CC1CCN(C(=O)C2CCCN2S(=O)(=O)c2ccc(Cl)cc2)CC1 (stereo not drawn)	-1	-1	0	11	13	8	-3	2
COc1ccc(-c2noc(-c3nnn(-c4ccccc4C(F)(F)F)c3C)n2)cc1OC	4	2	4	4	5	2	7	15
Cc1cc(C)c2c(=O)n(CC(=O)NCCc3ccccc3)c(=O)n(C)c2n1	-2	0	-5	-8	-62	-14	-2	-12
CCOC(=O)C1CCN(c2nc(-c3ccc(Cl)cc3)nc3c2oc2ccccc23)CC1	1	4	15	11	21	9	2	6
O=C(CSc1ncnc2c1oc1ccccc12)N1CCc2ccccc21	-2	4	2	-3	-1	-5	1	-1
CC(=O)Nc1cccc(NC(=O)CSc2cn(CC(=O)N3CCC(C)CC3)c3ccccc23)c1	0	-4	12	4	-1	8	-6	-2
Cc1cc2c(cc1S(=O)(=O)C(C)CC(=O)N1CCc3ccccc3C1)OCC(=O)N2 (stereo not drawn)	0	3	-1	-9	-7	-9	-1	-23
Cc1cc(Cl)ccc1NC(=O)Cc1c(C(=O)O)c(C)cn1C	3	-3	-2	4	·	·	5	7
CC1CCN(S(=O)(=O)c2cc3cc(F)ccc3oc2=O)CC1	1	1	-1	1	1	-6	0	·
Fc1ccc(CN2CCC[C@H](Cn3nnc(-c4cccnc4)n3)C2)cc1	-2	-5	-11	9	21	18	-1	7
NC(=O)C1CCN(CC(=O)NCc2ccc3c(c2)OCO3)CC1	-2	-3	-6	2	-5	-6	0	-6
O=c1sc2ccccc2c(=O)n1Cc1ccccc1Cl	2	7	28	18	18	19	-129	18
CCCCOc1ccc(-c2cc3c(N4CCN(c5ccccn5)CC4)nccn3n2)cc1	2	-1	2	2	-18	0	-84	0
COc1ccc2c(c1)c1nc(C)sc1n2CCN1CCOCC1	1	0	43*	1	8	3	0	12
CC1CCCN1C(=O)c1ccn(-c2ccc3ccc(-c4cccnc4)cn23)n1 (stereo not drawn)	-153	-9	-370	-209	i	-259	-156	-158
CCOC(=O)c1sc2ccccc2c1S(=O)(=O)Nc1ccccc1	-4	-2	-5	-10	-15	-2	-1	5
COc1ccc(NC(=O)CN2CCc3ccccc3C2)c(OC)c1	-2	-1	0	-5	0	-2	-2	-6
COc1nc(-c2ccc(C)cc2)ccc1-c1noc(-c2cccc(C)c2)n1	-3	-7	-19	-4	-39	-13	-2	-10
O=C(O)c1ccc2c(=O)n3c(nc2c1)/C(=C/c1cccc(C(F)(F)F)c1)CC3	3	4	15	12	21	15	3	21
O=c1ccc(-c2noc(CCc3c[nH]c4ccccc34)n2)c[nH]1	-15	-6	-7	-25	-93	42*	-77	-28
CC(=O)N1CCOc2cc(S(=O)(=O)N3CCCC3c3cc(C)on3)ccc21 (stereo not drawn)	-3	-1	-34	-3	-1	24	3	-10
CC(C)c1nc(CN2CCN(c3ccccc3)CC2)cc(=O)[nH]1	-1	0	1	4	15	5	1	2

Later entries.
compound	UCHL1 inh	USP10 block	USP8 inh	OTUD3 block	USP30 block	USP28 inh	USP7 block	USP17 inh
O=C(CN1C(=O)C(O)(c2ccccc2)c2ccccc21)Nc1ccccc1F (stereo not drawn)	-5	2	1	11	0	-5	1	-10
Cc1ccccc1C(=O)N1CCC(C(N)=O)(N2CCCCC2)CC1	-1	3	3	20	25	9	4	14
O=C(CN(C(=O)c1ccc(-c2ccccc2)[nH]1)c1ccc(Cl)cc1)NC1CCCC1	-3	-1	-2	-5	-24	-19	-13	0
CC(C)c1ccc(NS(=O)(=O)c2ccc3c(c2)NC(=O)CCS3)cc1	3	8	-5	-2	16	4	-8	0
O=C(c1ccccc1F)N1CCC(c2nc3ccccc3o2)CC1	-10	-4	-26	-47	-131	-48	-20	-31
Cc1ccn2cc(-c3ccc(NC(=O)Cc4ccccc4)cc3)nc2n1	0	5	-3	11	5	16	4	30
CCCCCn1c(=O)c2sccc2n2c(CCC(=O)NC3CC3)nnc12	-1	0	6	6	14	4	-4	8
CN(C)CCCn1c(-c2ccccc2)cc(-c2ccccc2)cc1=O	0	-1	-1	3	7	6	-15	-6
CC(C)(CO)NCc1c(F)cccc1Cl	2	0	8	5	9	3	5	7
O=C(C1CCC1)N1CCN(c2nc3c(s2)CC(C(=O)N2CCCC2)CC3)CC1 (stereo not drawn)	-2	1	-2	2	7	-2	0	-1
Cc1cccc(CNS(=O)(=O)c2cc3n(c2)CCCNC3=O)c1	-1	-1	-111	-2	-22	-7	0	-39
Cc1ccc(CN2CC[C@H](c3nnc(-c4ccncc4)o3)C2)cc1	0	-3	15	13	26	6	2	15
CC(=O)Nc1ccc(NC(=O)N[C@H]2C[C@H]3CN(C(C)C)c4ccccc4CN3C2)cc1	-2	-4	-8	-20	-82	13	-3	-24
NC(=O)C1(N2CCCCC2)CCN(C(=O)c2cc3c(=O)oc4ccccc4c3s2)CC1	0	-2	12	4	-6	4	-1	-5
CC(=O)N1Cc2c(C(=O)Nc3ccc(C)cc3)c3cccnc3n2CC1C (stereo not drawn)	-8	-1	5	-19	-47	-25	-12	-14
COc1cccc(C(=O)NCCc2csc(-c3cccnc3)n2)c1	-3	-1	-5	0	0	14	-2	-9
COc1ccc(-c2cc(C(=O)OCC(=O)N(C)C3CCS(=O)(=O)C3)c3ccccc3n2)cc1OC (stereo not drawn)	10	3	-4	4	-4	-8	13	0
O=C(NCc1nnc2c(C(F)(F)F)cc(Cl)cn12)c1cccs1	-2	-3	-6	-2	6	0	-5	-5
Cc1ccc(SCc2cc(=O)n3[nH]c(C)nc3n2)cc1	-2	-3	4	0	0	-2	-2	·
O=C(NCc1ccc2c(c1)OCO2)c1cccc(-n2cnnc2)n1	2	-4	-5	5	11	-1	-1	3

Entries from the list above that contain an NH in an aromatic ring:
compound	UCHL1 inh	USP10 block	USP8 inh	OTUD3 block	USP30 block	USP28 inh	USP7 block	USP17 inh
CNc1cc(C)nc(C2COCCN2C(=O)Cc2c(C)n[nH]c2C)n1 (stereo not drawn)	1	0	11	7	2	3	4	4
Cc1cccc2sc(NC(=O)Cc3c[nH]c4ccccc34)nc12	1	-5	-3	1	-22	19	-86	-6
CC(C)CC(=O)c1c[nH]c(C(=O)NCC2CCCO2)c1 (stereo not drawn)	-1	2	1	-4	-9	-3	0	-1
CC(C)[C@H](NC(=O)[C@H](Cc1ccccc1)n1c(=O)[nH]c2ccccc2c1=O)C(=O)N1CCC[C@@H]1C(=O)O	-1	0	-67	-7	-13	-11	-1	-11
COc1ccc2[nH]c(C(=O)N3CCCN(Cc4ccc(F)cc4)CC3)cc2c1	5	-6	-9	-8	-16	-7	-8	-4
O=c1ccc(-c2noc(CCc3c[nH]c4ccccc34)n2)c[nH]1	-15	-6	-7	-25	-93	42*	-77	-28
CC(C)c1nc(CN2CCN(c3ccccc3)CC2)cc(=O)[nH]1	-1	0	1	4	15	5	1	2
O=C(CN(C(=O)c1ccc(-c2ccccc2)[nH]1)c1ccc(Cl)cc1)NC1CCCC1	-3	-1	-2	-5	-24	-19	-13	0
Cc1ccc(SCc2cc(=O)n3[nH]c(C)nc3n2)cc1	-2	-3	4	0	0	-2	-2	·

Compound activity (PubChem)
